Screens deposited in PubChem BioAssay by several laboratories.
PPC-1+TRAIL kill: compounds killing PPC-1 cancer cells with TRAIL present, primary screen, TRAIL potentiator project, ATPLite luminescence, uHTS | PPC-1 cells + TRAIL, ATPLite viability luminescence | cell killing (% activity), % at 4 µM | 0.41% of 220,000 active | AID 1443, 2008;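 active means cell killing above 50% in the first pass at 4 µM, then a duplicate retest at 5 µM averaging 50% or more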;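 further: plate controls were cells with TRAIL plus DMSO for no effect and medium-only wells lacking cells for full effect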
NPY-Y1 antag: NPY-Y1 receptor antagonists, primary screen, cell-based; HEK293-CNG Y1 cells, membrane potential fluorescence; NPY at EC95, then isoproterenol; inhibition, % at 3.6 µM; 1% of 200,000 active;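 active means inhibition above the campaign mean inhibition of all tested compounds plus 3 SD, cut at about 20% in these data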;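 further: 0% = DMSO wells given NPY plus isoproterenol and 100% = isoproterenol alone without NPY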
Target sequence (P25929 whole entry, looked up): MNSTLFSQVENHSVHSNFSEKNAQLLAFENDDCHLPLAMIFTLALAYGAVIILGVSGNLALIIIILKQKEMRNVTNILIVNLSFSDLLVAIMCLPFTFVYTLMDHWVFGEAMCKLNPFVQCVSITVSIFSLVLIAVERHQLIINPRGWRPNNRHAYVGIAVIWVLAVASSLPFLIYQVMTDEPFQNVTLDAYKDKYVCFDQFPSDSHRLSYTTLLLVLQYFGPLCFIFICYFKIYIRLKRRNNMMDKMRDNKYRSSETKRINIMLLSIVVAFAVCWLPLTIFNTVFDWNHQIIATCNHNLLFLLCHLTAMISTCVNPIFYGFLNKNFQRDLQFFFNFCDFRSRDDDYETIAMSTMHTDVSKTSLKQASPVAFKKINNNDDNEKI
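Material: HEK293 Y1/CNG channel cell line | Also added: NPY (25 nM), isoproterenol (1 µM), Ro 20-1724 (25 µM) | Compound: One concentration, 3.6 µM, in 0.4% DMSO | Schedule: 3 h dye uptake, 1 h room-temperature compound, 45 min post-isoproterenol | Signal: Membrane-potential fluorescent dye readout | Read-out: % inhibition of NPY effect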
zfTRPN1 agonist: zebrafish TRPN1 channel agonists, primary screen, cell-based, HEK293, calcium fluorescence. transient receptor potential cation channel N1 (TRPN1/NompC), Danio rerio. HEK293 zebrafish TRPN1-YFP, Fluo-8 calcium fluorescence; 100% = response to 87 µM carbachol. activation, % at 3 µM. 0.18% of 220,000 active;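 active means activation above its plate's cutoff, the mean activation of test wells on that plate plus 3 SD, cut at about 19% in these data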;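 further: 0% = DMSO alone and 100% = 87 µM carbachol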
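Material: zebrafish TRPN1-YFP in HEK293 cells; Doses: single test compound dose, 3 µM nominal, 0.3% DMSO; Timing: dye loading 1 h at 37 °C, then 30 min room temperature; Technique: intracellular calcium fluorescence with Fluo-8; Benchmarks: high carbachol 87 µM, low DMSO alone.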
CHOP inhibitor: inhibitors of CHOP promoter induction, primary screen, cell-based, unfolded protein response, luciferase reporter. AID 2732, 2010. 3.8% of 220,000 active. inhibition, % at 10 µM. CHO-K1 CHOP-promoter luciferase, tunicamycin-induced, 15-18 h;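 active means compounds that reduced the stress-induced luciferase reporter signal by more than about 70% of percent inhibition, limit read from the data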;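 further: 0% = tunicamycin plus vehicle and 100% = wells without tunicamycin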
14-3-3 Bad PPI: inhibitors of 14-3-3 zeta/Bad binding, primary screen, biochemical, TR-FRET, bovine 14-3-3 zeta; inhibition, % at 21.7 µM; 14-3-3 protein zeta/delta (Bos taurus), P63103; TR-FRET 14-3-3zeta/Dy647-pBad peptide displacement, 1 h; 0.71% of 220,000 active; AID 781, 2007;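 active means inhibition above about 70%, limit read from the data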;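 further: 0% = full 14-3-3 plus peptide FRET controls and 100% = background without 14-3-3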
Target sequence (P63103 whole entry, looked up): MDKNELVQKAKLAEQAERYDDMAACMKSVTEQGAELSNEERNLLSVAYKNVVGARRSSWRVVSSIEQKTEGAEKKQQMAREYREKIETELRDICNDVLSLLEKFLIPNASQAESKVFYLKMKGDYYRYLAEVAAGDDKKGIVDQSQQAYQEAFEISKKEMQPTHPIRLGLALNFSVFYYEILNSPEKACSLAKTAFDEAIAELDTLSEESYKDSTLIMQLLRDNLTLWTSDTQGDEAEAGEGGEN
PGE2 EP2 inh: human EP2 receptor antagonists, primary screen, TR-FRET cAMP, C6 glioma cells. inhibition, % at 25 µM. C6 glioma cells expressing human EP2; cells stimulated with saturating PGE2. 0.52% of 260,000 active;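 active means percent inhibition above 40 after rounding to a whole number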;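 further: rat C6 glioma host cells with rolipram phosphodiesterase inhibitor present; the protocol text gives 20 µM as final concentration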
Target sequence (P43116 whole entry, looked up): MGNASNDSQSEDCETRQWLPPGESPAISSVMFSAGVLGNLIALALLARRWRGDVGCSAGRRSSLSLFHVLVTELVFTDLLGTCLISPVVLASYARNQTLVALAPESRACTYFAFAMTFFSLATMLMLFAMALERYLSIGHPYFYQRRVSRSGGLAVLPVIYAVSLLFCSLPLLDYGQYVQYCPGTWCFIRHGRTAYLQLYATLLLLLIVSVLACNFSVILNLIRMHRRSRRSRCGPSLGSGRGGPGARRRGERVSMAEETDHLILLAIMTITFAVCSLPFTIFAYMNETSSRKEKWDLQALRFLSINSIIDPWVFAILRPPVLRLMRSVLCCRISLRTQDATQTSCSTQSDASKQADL
NPY-Y1 PAM-ag: NPY-Y1 receptor potentiators or agonists, primary screen, cell-based; 0.37% of 220,000 active; NPY-Y1 expressing cells, potentiator/agonist activation; activation, % at 3.6 µM; AID 1304, 2008; in the data active means activation above about 33%, passing the limit was not always enough;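 further: cells stimulated with NPY at EC10 then isoproterenol at EC100; 0% = low agonist plus stimulus and 100% = saturating agonist plus stimulus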
TRPML3 agonist: human TRPML3 channel agonists, primary screen, cell-based, HEK293 TRPML3-YFP, Fluo-8 calcium fluorescence, 3 µM; activation, % at 3 µM; Mucolipin-3 (Homo sapiens), Q8TDD5; 100% = the carbachol control signal; 0.29% of 220,000 active;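 active means activation above its plate's cutoff, the mean activation of the plate's test wells plus 3 SD, cut at about 12% in these data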;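 further: 0% = DMSO only wells and 100% = carbachol wells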
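Test system – HEK293 line with stable expression of human TRPML3-YFP channel · Control set – carbachol 87 µM final as high control (100%), DMSO as low control (0%) · Signal – Fluo-8 calcium dye fluorescence, ex 470-495, em 515-575 nm · Incubation – 1-h 37 °C dye load, 5-s basal, 120-s post-compound reads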
EP2 mod: EP2 receptor modulators, cAMP readout, primary screen, cell-based, HTRF cAMP, PGE2 stimulation. EP2-expressing cells, cAMP HTRF FRET, PGE2 co-stimulation. AID 940, 2007. induction, % at 25 µM. Prostaglandin E2 receptor EP2 subtype (Homo sapiens), P43116. 0.83% of 260,000 active;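 active means compounds whose cAMP rise, as percent of the full-agonist control response, exceeds 60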;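 further: rat C6 glioma line stably carrying human EP2 under a CMV promoter; the protocol text gives 20 µM as final concentration; 100% = response of wells given 1 µM PGE2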
Starred values were filed as active, the others as inactive; . = no result given; & = joins results of further samples; [ ] = remark or other dose. Not all compounds are listed; count on the stated rates, not on these rows.

SMILES	PPC-1+TRAIL kill	NPY-Y1 antag	zfTRPN1 agonist	CHOP inhibitor	14-3-3 Bad PPI	PGE2 EP2 inh	NPY-Y1 PAM-ag	TRPML3 agonist	EP2 mod
Cc1cc(C(=O)Cn2nnc3ccccc3c2=O)c(C)n1Cc1cccs1	44	4	1.4	-5	5	13	4	-0.6	25
COc1cc(NC(=O)COC(=O)c2cc(S(=O)(=O)N3CCCCC3)ccc2Cl)c(C)cc1[N+](=O)[O-]	27	-2	-0.3	-17	10	9	-8	0.7	8
Cc1cccc(-n2ccnc2SCC(=O)Nc2nccs2)c1C	17	0	0.8	51	5[fluorescence artefact?]	10	3	0.7	17
Cc1ccc2nc(C)cc(C(=O)OCC(=O)Nc3c(C)n(C)n(-c4ccccc4)c3=O)c2c1	-2	2	-0.2	5	-21	3	4	0.8	-42
CSc1nc2ccc3nc(NC(=O)c4ccc(C)cc4)sc3c2s1	8	-2	0.3	16	64	.	1	1.1	6
CCN1CCN(C(C(=O)NC2CCCC2)c2cc3c(cc2[N+](=O)[O-])OCO3)CC1 (configuration not stated)	0	0	-0.4	3	-8	12	10	-0.3	-2
CCOc1ccccc1C(=O)N1CCN=C1SCc1cccnc1	10	-2	1.2	19	-2	13	-6	-0.7	22
CC(C)Cc1csc(NC(=O)C(C)C)c1C(=O)O	-11	.	2.0	9	-3	11	-42	1.1	-2
CC(C)(C)Nc1nc(Cl)nc(NCc2ccccc2)n1	1	.	-0.7	33	-1	7	5	-0.7	-60
CC1=C(C(=O)Nc2ccccc2)C(c2cccnc2)n2ncnc2N1 (configuration not stated)	-12	-4	-0.4	-7	7	7	0	0.3	-12
Cn1c2ccccc2n2c(=O)cc(-c3ccccc3)c(C#N)c12	15	.	1.4	7	5	18	-3	1.2	6
CCCC1CC(C)(c2csc(Nc3ccc(OCC)cc3)n2)OC1=O (configuration not stated)	4	-6	-0.2	56	-3	5	27	0.6	-45

Part of the list above, reduced to PPC-1+TRAIL kill, CHOP inhibitor and zfTRPN1 agonist.
Compound	PPC-1+TRAIL kill	CHOP inhibitor	zfTRPN1 agonist
Cc1cccc(-n2ccnc2SCC(=O)Nc2nccs2)c1C	17	51	0.8
CSc1nc2ccc3nc(NC(=O)c4ccc(C)cc4)sc3c2s1	8	16	0.3

More entries follow:
SMILES	PPC-1+TRAIL kill	NPY-Y1 antag	zfTRPN1 agonist	CHOP inhibitor	14-3-3 Bad PPI	PGE2 EP2 inh	NPY-Y1 PAM-ag	TRPML3 agonist	EP2 mod
CCNc1sc(S(C)(=O)=O)nc1S(=O)(=O)c1ccc(Cl)cc1	5	-4	-0.5	17	-5	5	10	-0.2	4
C=CCSc1nc(C)cc(C(=O)OCC)c1C#N	-9	.	-3.2	50	-6	14	1	-0.7	22
COc1cc(/C=N/Nc2nc(Nc3ccccc3)nc(N3CCCCC3)n2)ccc1OCC(=O)O	34	1	3.2	16	-7	5	5	-0.8	19
Cc1ccc(-c2cc(C(=O)Nc3nn[nH]n3)c3ccccc3n2)cc1	21	-2	-0.1	35	12	6	1	0.3	1
O=c1[nH][nH]c(C(F)(F)F)c1/C=N/N1CCOCC1	21	1	-0.1	9	-4	6	9	1.1	38
CCOCCCNCC(=O)NCC1CCCCC1	-16	5	1.6	10	43	12	12	1.4	23
CCNC(=S)NNC(=O)c1ccccc1OC(F)F	14	-4	1.3	-1	-2	10	-6	1.3	28
C=CCNc1ncnc2sc(SC)nc12	-2	.	1.1	10	-4	10	14	0.6	1
Cc1ccc(NC(=O)CSc2ccc(C(N)=O)cc2[N+](=O)[O-])cc1C	6	4	1.5	24	-4	5	7	-0.1	7
CC(C)C(=O)Nc1sc2c(c1-c1nc3ccccc3[nH]1)CCCC2	18	-10	0.5	66	-4	18	11	-0.5	12
CSc1nc(-c2ccc(C)cc2)nc(C(Cl)Cl)n1	.	3	-0.4	65	9	.	-1	-0.2	-4
O=C(Nc1ccon1)c1ccc(N2CCCCC2)c([N+](=O)[O-])c1	2	5	0.4	-11	-6	2	-3	0.0	-27

Some of the entries so far, with values under each structure:
Values run as follows: PPC-1+TRAIL kill	NPY-Y1 antag	zfTRPN1 agonist	CHOP inhibitor	14-3-3 Bad PPI	PGE2 EP2 inh	NPY-Y1 PAM-ag	TRPML3 agonist	EP2 mod
- Cc1ccc(NC(=O)CSc2ccc(C(N)=O)cc2[N+](=O)[O-])cc1C
 : 6	4	1.5	24	-4	5	7	-0.1	7
- Cc1ccc(-c2cc(C(=O)Nc3nn[nH]n3)c3ccccc3n2)cc1
 : 21	-2	-0.1	35	12	6	1	0.3	1
- CCOCCCNCC(=O)NCC1CCCCC1
 : -16	5	1.6	10	43	12	12	1.4	23

Continuation:
SMILES	PPC-1+TRAIL kill	NPY-Y1 antag	zfTRPN1 agonist	CHOP inhibitor	14-3-3 Bad PPI	PGE2 EP2 inh	NPY-Y1 PAM-ag	TRPML3 agonist	EP2 mod
COCCCN1C(=O)C(O)=C(C(C)=O)C1c1ccccn1 (configuration not stated)	15	2	0.7	-10	49	10&5	-5	0.5	2&-13
N/C(=N\OC(=O)c1ccco1)c1ccccc1	1	0	-0.2	0	-4	9	2	-0.6	0
CN(C)S(=O)(=O)c1cccc(NC(=O)c2ccc3nccnc3c2)c1	26	.	2.7	13	1	9	-11	2.3	-29
c1ccc(CCSc2ncnc3nc[nH]c23)cc1	6	-1	4.9	27	-9[fluorescence artefact?]	4	22	1.8	-27
COc1cc(O)c(C(CCN2CCCC2)c2ccc3c(c2)OCO3)c(OC)c1 (configuration not stated)	-1	.	.	-5	4	16	.	.	18
CC(=O)N1CCc2cc(S(=O)(=O)CCC(=O)N3CCc4ccccc4C3)ccc21	19	3	-1.5	13	0	12	-2	0.3	23
O=C(Nc1nnc(Cc2ccc(Cl)cc2)s1)C1CCCO1 (configuration not stated)	13	1	1.1	-5	-11	3	15	0.0	6
CCCCNC(=O)CCC(=O)Nc1ccc2nc(N3CCN(C)CC3)cc(C)c2c1	-2	1	0.6	2	14	13	5	0.6	-15
COc1cccc(NC(=O)Nc2ccc3c(c2)nnn3C)c1	26	0	-0.1	7	-10	18&11	-7	-0.1	-19&-12
CCN(CC)S(=O)(=O)c1ccc(C)c(NC(=O)CSc2nc3ccc(C)cc3[nH]2)c1	16	-1	0.1	30	-8	3	-10	-0.1	-10
O=C(CNC(=S)N(CCCN1CCOCC1)Cc1cccs1)N1CCCCCC1	16	1	-0.7	15	-10	4	15	1.4	-19
COC(=O)Cn1c(=NC(=O)CSCC(=O)Nc2cc(C)on2)sc2ccccc21	2	.	.	8	-3	11	.	.	39
Cn1c(=N)n(CC(O)c2ccco2)c2ccccc21 (configuration not stated)	3	8	0.7	5	-4	7	0	-1.1	23
COc1ccc(CNc2oc(C)nc2C#N)cc1	2	4	-1.9	19	-15[fluorescence artefact?]	3	-8	-0.7	20
O=C(CSc1nnnn1C1CCCCC1)N1CCN(C(=O)c2ccco2)CC1	.	0	2.2	18	-4	3	10	0.9	10
CCn1c(SCC(=O)NCc2ccc3c(c2)OCO3)nnc1-c1c[nH]c2ccccc12	14	-3	-0.2	-6	1[fluorescence artefact?]	-1	-1	-0.3	-32
O=C(Nc1cccc(C(=O)O)c1)/C(=C/c1ccc([N+](=O)[O-])cc1)NC(=O)c1ccccc1	8	1	0.6	22	-7	7	1	0.7	13
CC(=O)N(\C=C/C=C/C=C1\Sc2ccccc2C1=O)c1ccccc1	9	2	0.4	45	-20	8	1	1.2	-31
CC(CC(=O)Nc1nc2ccccc2[nH]1)c1ccccc1 (configuration not stated)	0	12	2.5	1	4	9	-31	0.3	-22
CCCc1ccc(-c2ccc(/C=C/C(=O)O)cc2)nc1	56*	2	0.6	25	8[fluorescence artefact?]	5	8	0.5	16
CC(C)(C)NC(=O)NC(=O)COC(=O)c1cccc(F)c1	2	8	0.7	-10	-1	4	11	-0.1	35
CC1CCCCN1S(=O)(=O)c1ccc(S(=O)(=O)N(Cc2ccccc2)Cc2ccco2)cc1 (configuration not stated)	23	-3	2.7	12	2	4	4	9.8	23
Cc1ccc(C)c(SCC(=O)OCC(=O)c2ccco2)c1	14	4	-0.8	-8	22	6	-3	0.3	2
CCOC(=O)c1sc(NC(=O)c2cc3n(n2)C(C(F)(F)F)CC(c2ccccc2)N3)c(C(=O)OCC)c1C (configuration not stated)	20	0	1.1	6	-1	7	-30	0.3	0
COc1cc2c(cc1O)C(Cc1ccc(O)cc1)[N+](C)([O-])CC2 (configuration not stated)	-5	.	.	-18	-3	17	.	.	25
O=C(NCCC1=CCCCC1)C(=O)NCC(c1ccco1)N1CCN(c2ccccc2)CC1 (configuration not stated)	-19	3	0.0	94*	-17[fluorescence artefact?]	7	7	0.5	23
Cc1ccc(S(=O)(=O)N2CCN(CC(=O)N/N=C/c3ccc(C)o3)CC2)cc1	18	-4	-1.2	2	6[fluorescence artefact?]	8	0	1.0	9
CCN1CCN(c2cc(C)c3cc(NC(=S)N4CCOCC4)ccc3n2)CC1	-9	-1	0.5	-1	14	4	0	0.5	-5
Cc1cccc(OCC(=O)NNC(=O)c2ccc([N+](=O)[O-])cc2)c1	-5	1	-0.9	3	-7	3	6	-0.3	14
O=C(Nc1nc2ccccc2[nH]1)C12CC3CC(CC(C3)C1)C2	7	2	0.8	28	0	16	4	2.5	-22
O=C(CN(CCc1ccccc1)C(=O)CNS(=O)(=O)c1ccccc1)NCC1CCCO1 (configuration not stated)	3	-5	0.7	31	-14	12	-1	0.2	34

Single values from above.
NPY-Y1 PAM-ag result of O=C(Nc1nc2ccccc2[nH]1)C12CC3CC(CC(C3)C1)C2 : 4
zfTRPN1 agonist result of O=C(CN(CCc1ccccc1)C(=O)CNS(=O)(=O)c1ccccc1)NCC1CCCO1 (configuration not stated) : 0.7
PPC-1+TRAIL kill result of COc1cc2c(cc1O)C(Cc1ccc(O)cc1)[N+](C)([O-])CC2 (configuration not stated) : -5
EP2 mod result of Cc1ccc(S(=O)(=O)N2CCN(CC(=O)N/N=C/c3ccc(C)o3)CC2)cc1 : 9
NPY-Y1 PAM-ag result of CCN1CCN(c2cc(C)c3cc(NC(=S)N4CCOCC4)ccc3n2)CC1 : 0
